# EPAC1 antag: blocks human EPAC1 exchange factor; EPAC1 GEF assay, Rap1b-BODIPY-GDP exchange fluorescence; Potency, µM (titrated, usually from 115 µM), for the others: top-dose activity change, negative = inhibition, hits mostly inhibitors; 360,000 tested, 0.14% active; AID 720709;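 note: potency is the fitted concentration of half-maximal effect; plate controls were vehicle for no effect and positive control for full effect; nearly all actives have a fitted effect of over 50% in size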
# Target sequence (O95398 whole entry, looked up): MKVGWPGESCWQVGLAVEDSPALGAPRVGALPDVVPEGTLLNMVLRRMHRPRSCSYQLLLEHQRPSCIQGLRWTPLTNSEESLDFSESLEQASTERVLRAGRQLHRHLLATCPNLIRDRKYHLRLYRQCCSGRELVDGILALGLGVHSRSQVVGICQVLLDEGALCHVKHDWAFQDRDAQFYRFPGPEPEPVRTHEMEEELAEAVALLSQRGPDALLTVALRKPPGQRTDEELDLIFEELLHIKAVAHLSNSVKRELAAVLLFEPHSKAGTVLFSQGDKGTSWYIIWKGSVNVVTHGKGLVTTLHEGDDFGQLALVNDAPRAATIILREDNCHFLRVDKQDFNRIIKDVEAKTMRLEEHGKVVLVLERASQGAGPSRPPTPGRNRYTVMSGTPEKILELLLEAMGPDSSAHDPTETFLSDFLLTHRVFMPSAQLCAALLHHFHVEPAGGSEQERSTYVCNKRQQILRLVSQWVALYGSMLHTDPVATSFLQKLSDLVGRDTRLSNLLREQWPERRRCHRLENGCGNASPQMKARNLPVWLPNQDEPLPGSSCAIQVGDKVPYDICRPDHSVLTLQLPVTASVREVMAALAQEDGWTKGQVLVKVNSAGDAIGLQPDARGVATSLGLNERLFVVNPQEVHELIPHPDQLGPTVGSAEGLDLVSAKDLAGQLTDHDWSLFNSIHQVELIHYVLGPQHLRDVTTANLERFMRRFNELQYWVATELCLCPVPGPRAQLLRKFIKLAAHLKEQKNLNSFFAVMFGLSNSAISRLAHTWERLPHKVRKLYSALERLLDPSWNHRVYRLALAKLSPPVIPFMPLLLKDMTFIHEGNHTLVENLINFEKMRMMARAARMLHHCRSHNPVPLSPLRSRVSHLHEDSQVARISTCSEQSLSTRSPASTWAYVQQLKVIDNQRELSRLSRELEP
# PLK1 PBD block: inhibitors of human PLK1 polo-box domain binding; P53350; Plk1 PBD binding of FITC phosphopeptide, fluorescence polarization; Potency, µM, inactives show max response, negative = inhibition, actives largely listed as inhibitors; 360,000 tested, 2.8% active; note: potency is the fitted concentration of half-maximal effect; series mostly up to about 57 µM; % is set by controls: 0 for no effect and ±100 for the full control effect; nearly all actives have a fitted effect of over 65% in size
# WRN helicase inh: blocks human WRN helicase | Q14191 | WRN helicase unwinding, fluorescent forked duplex, kinetic | Potency, µM (series often up to 114 µM), for the others: top-dose activity change, negative = inhibition, most hits filed as inhibitors | 360,000 tested, 0.46% active | AID 651768; note: potency is the fitted concentration of half-maximal effect; % is set by controls: 0 for no effect and ±100 for the full control effect; nearly all actives have a fitted effect of over 55% in size
#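 Fluorescence dequenching readout, ex 525 nm/em 598 nm, kinetic mode: forked duplex DNA (100 nM final) with adjacent fluorophore and quencher unwound by WRN (20 nM final) with 2 mM ATP. Compound preincubation 15 min, room temperature.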
# CCT chaperon mod: modulators of cytosolic chaperonin (CCT/TRiC) activity. purified chaperonin ATPase assay, HTRF ADP detection, 30 min. activity change, % (test concentration not listed), hits read low. 360,000 tested, 0.3% active. AID 651819; in the data active = activity change below about -30%; note: % is set by controls: 0 for no effect and ±100 for the full control effect
#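 TRiC at 40 or 20 nM final (batch-dependent) in 30 mM Tris pH 7.4, 100 mM KCl, 5 mM MgCl2, 1 mM DTT, with compound at single 76 uM and 10 uM ATP, 30 min at 37 deg C. ADP detected by HTRF Transcreener, 665/615 ratio.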
# EPAC1 agonist: agonists of human EPAC1; O95398; EPAC1 agonist qHTS, biochemical assay; response scale: 100% = response to 6.5 mM cAMP; Potency, µM (highest dose often 154 µM), for the others: at the highest dose activation, most hits filed as activators; 360,000 tested, 0.073% active; AID 720707; note: potency is the fitted concentration of half-maximal effect; nearly all actives have a fitted effect of over 60% in size
#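 Fluorescent GDP-exchange assay: 100 nM EPAC1 with 250 nM Rap1B preloaded with BODIPY-GDP and 50 uM GDP; compounds tested as concentration series, 5 min at room temperature, then read every 5 min for 30 min (ex 480/em 540 nm); normalized to 6.5 mM cAMP.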
# MmCpn inh: M. maripaludis TRiC chaperonin inhibition; 330,000 tested, 0.031% active; Potency, µM (series often up to 76.9 µM), without a hit: at the top dose activity, negative = inhibition, hits mostly inhibitors; AID 504842; purified Mm-Cpn ATPase, ADP Transcreener TR-FRET; note: potency is the fitted concentration of half-maximal effect; % is set by controls: 0 for no effect and ±100 for the full control effect; nearly all actives have a fitted effect of over 80% in size
#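 Inhibition of chaperonin ATP hydrolysis is measured as reduced ADP production, detected by competitive TR-FRET in which signal falls with ADP. Final enzyme 25 nM and ATP 10 uM, reacted 30 min at 37°C.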
# EPAC2 antag: blocks human EPAC2 exchange factor | EPAC2 GEF exchange of Rap1B-BODIPY-GDP, fluorescence | Q8WZA2 | Potency, µM (titrated, usually from 114 µM), for inactives: at the highest dose activity, negative = inhibition, usual class: inhibitors | 360,000 tested, 0.18% active | AID 720708; note: potency is the fitted concentration of half-maximal effect; % is set by controls: 0 for no effect and ±100 for the full control effect; nearly all actives have a fitted effect of over 45% in size; many of its hits are not listed in these tables
# PI5P4K alpha inh: blocks human PI5P4K alpha kinase activity; 330,000 tested, 1.2% active; AID 652105; PI5P4Kalpha enzyme, ADP-Glo luminescence, 60 min; hits give low values; max response, %; active = max response of -50% or lower; inconclusive = between -30% and -50%; inactive = -30% or higher; note: value at the top dose of about 77 µM; % is set by controls: 0 for no effect and ±100 for the full control effect
#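 PI5P4Kalpha ADP-Glo assay; 5 microM ATP final; 60 min RT reaction; HEPES pH 7.4/EGTA/CHAPS, 5% DMSO; controls lacking substrate or enzyme; luminescent end-point.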
# Numbers without * were called inactive; ? = inconclusive; . = not tested or not shown; [ ] = remark or other dose. Unless noted, calls come from the whole dose curve; as a rule, active = well fitted curve in the direction sought with a large enough effect; inconclusive = small, poorly fitted or top-dose-only effect, or another doubt; inactive = no such curve, though single readings can be large; an effect the other way counts as inactive or inconclusive.
mol	EPAC1 antag	PLK1 PBD block	WRN helicase inh	CCT chaperon mod	EPAC1 agonist	MmCpn inh	EPAC2 antag	PI5P4K alpha inh
CC1CN(S(=O)(=O)c2cccc(C(=O)OC(C)C(=O)NC3CCCCC3C)c2)CC(C)O1 (centres undefined)	-5%	-11%	-24%	-3.0	0%	-2%	0%	?
Cc1cc(NCCCn2ccnc2)n2nc(-c3ccc(F)cc3)cc2n1	-3%	-8%	-9%	-6.8	-4%	2%	0%	.
Cc1ccc(Oc2nc(-c3ccccc3)ncc2S(=O)(=O)c2ccc(C)cc2)cc1	-11%	-7%	2%	0.9	4%	-3%	-19%	8
Cc1cc(C(=O)N/N=C/c2ccc(-c3ccccc3Cl)o2)n[nH]1	-17%	-20%	-22%	-2.4	0%	-2%	-7%	-10
CC(=O)c1ccc2c(c1)Cc1cc(C(C)=O)ccc1-2	-4%	-13%	7%	0.2	4%	-8%	8%	4
CCOC(=O)c1cc(C)sc1NC(=O)CSc1nnnn1C	0%	-9%	-23%	0.1	2%	1%	5%	-9
CCOC(=O)Cn1c(-c2nonc2NC(=O)c2ccccc2F)nc2ccccc21	0%	-6%	-32%	0.6	2%	-6%	34%[activator]	?
Cn1c(/C=C/c2ccc(Cl)cc2)c([N+](=O)[O-])c(=O)n(C)c1=O	3%	-12%	-14%	0.1	2%	1%	-9%	2
COC(=O)CCC/C=C1\SC[C@@H](NC(=O)c2ccccc2)C1NC(C)=O (some centres undefined)	-6%	-5%	-6%	-1.4	-6%	1%	-2%	2
Cc1ccc(N2CCN(C(=O)c3ccccc3NC(=O)/C=C\C(=O)O)CC2)cc1	-6%	-18%	-9%	2.0	-5%	0%	18%	1

# Next part
mol	EPAC1 antag	PLK1 PBD block	WRN helicase inh	CCT chaperon mod	EPAC1 agonist	MmCpn inh	EPAC2 antag	PI5P4K alpha inh
Cc1ccc(CNC(=O)CN(c2cccc([N+](=O)[O-])c2)S(C)(=O)=O)cc1	5%	-16%	0%	0.9	1%	-1%	-4%	-2
Cc1cccc(NC(=O)CN2C(=O)/C(=C3\SC(=S)N(CC4CCCO4)C3=O)c3ccccc32)c1 (centres undefined)	-9%	0%	-4%	-0.6	7%	2%	-10%	0
O=C(O)C(O)C(O)c1nc2ccccc2[nH]1 (centres undefined)	-19%	-14%	1%[57.1 µM]	-0.7	11%	0%	1%	4
CCCN1C2=NS(=O)(=O)CCN2c2ccccc21	15%	0%	-4%	1.5	3%	1%	16%	6
CCOc1ccc2nc(/N=C/c3c(C)[nH]n(-c4ccccc4)c3=O)sc2c1	-2%	-13%	-13%	-0.5	5%	0%	-9%	-12
CCOc1cc(/C=C2\N=C(SC(C)C(N)=O)N(c3ccc(OC(F)F)cc3)C2=O)ccc1O (centres undefined)	10%	107%[activator]	-19%	-3.1	0%	0%	-14%	-9
COc1ccc(C(C(=O)NC2CCCC2)N(C(=O)c2ccoc2C)c2ccc(C)cc2)cc1 (centres undefined)	-1%	-9%	-1%	-4.3	20%	-2%	-19%	.
CCOC(=O)C(=O)NCC(c1cccs1)S(=O)(=O)c1ccc(Cl)cc1 (centres undefined)	-3%	-12%	8%	-2.5	1%	1%	1%	1
Cc1csc(SCC(=O)NCc2cccs2)n1	10%	-4%	-8%	3.3	5%	12%	-6%	.
Cc1cc2ccccc2c(=O)[nH]1	3%	-3%	2%	-0.9	1%	-1%	0%	.

# Further compounds.
mol	EPAC1 antag	PLK1 PBD block	WRN helicase inh	CCT chaperon mod	EPAC1 agonist	MmCpn inh	EPAC2 antag	PI5P4K alpha inh
N#Cc1cnc(SCC(=O)c2ccccc2)nc1N	7%	-18%	-2%	-1.2	-6%	-2%	13%	-13
O=C(NCCCN1CCCC1=O)c1cccc(N2CCCC2=O)c1	-6%	-12%	-3%	-0.2	2%	-2%	-1%	1
Cc1ccc(C2C3=C(CCCC3=O)N=C3c4ccccc4C(=O)C32)cc1 (centres undefined)	-6%	-9%	-15%	-1.3	-12%	-2%	-2%	2
COc1ccc(NS(=O)(=O)c2cc(NC(=O)c3ccc(=O)[nH]n3)ccc2C)cc1	-9%	-10%	4%	-1.4	2%	2%	5%	1
CC(Sc1nncs1)C(=O)NCc1ccc2c(c1)OCO2 (centres undefined)	-2%	-2%	5%	0.5	-6%	3%	12%	.
CN(C(=O)CC1C(=O)NCCN1Cc1ccoc1)C1CCOCC1 (centres undefined)	-6%	-13%	3%	-1.7	2%	2%	2%	-4
O=C(NCCCCNC(=O)c1ccccc1Cl)c1ccccc1Cl	-9%	-3%	-11%	3.4	-2%	0%	9%	0
CC(=O)Nc1ccc(C(=O)N/N=C/c2ccc(F)cc2)cc1	1%	4%	2%	-0.5	-6%	-8%	10%	-1
Cc1ccc(/C(O)=C2\C(=O)C(=O)N(Cc3cccnc3)C2c2ccccc2[N+](=O)[O-])cc1 (centres undefined)	3%	-8%	-25%[57.1 µM]	-0.4	4%	-3%	12%	-13
NNC(=O)c1cc(C23CC4CC(CC(C4)C2)C3)nc2ccccc12	-8%	-3%	-4%	-3.7	9%	2%	-16%	8

# The list goes on, overlapping the part above by six compounds.
mol	EPAC1 antag	PLK1 PBD block	WRN helicase inh	CCT chaperon mod	EPAC1 agonist	MmCpn inh	EPAC2 antag	PI5P4K alpha inh
CC(Sc1nncs1)C(=O)NCc1ccc2c(c1)OCO2 (centres undefined)	-2%	-2%	5%	0.5	-6%	3%	12%	.
CN(C(=O)CC1C(=O)NCCN1Cc1ccoc1)C1CCOCC1 (centres undefined)	-6%	-13%	3%	-1.7	2%	2%	2%	-4
O=C(NCCCCNC(=O)c1ccccc1Cl)c1ccccc1Cl	-9%	-3%	-11%	3.4	-2%	0%	9%	0
CC(=O)Nc1ccc(C(=O)N/N=C/c2ccc(F)cc2)cc1	1%	4%	2%	-0.5	-6%	-8%	10%	-1
Cc1ccc(/C(O)=C2\C(=O)C(=O)N(Cc3cccnc3)C2c2ccccc2[N+](=O)[O-])cc1 (centres undefined)	3%	-8%	-25%[57.1 µM]	-0.4	4%	-3%	12%	-13
NNC(=O)c1cc(C23CC4CC(CC(C4)C2)C3)nc2ccccc12	-8%	-3%	-4%	-3.7	9%	2%	-16%	8
Cc1ccc(CCNS(=O)(=O)c2ccc3c(c2)NC(=O)CCS3)cc1	?	-17%	6%	1.1	9%	1%	-4%	1
COCCCNc1nnc(Cc2ccc(Cl)cc2)c(=O)[nH]1	-6%	-11%	-5%	-1.2	-1%	-2%	3%	15
Cc1cc(Nc2ccccc2)n(-c2cccc(Cl)c2)n1	1%	-15%	-11%	-1.4	20%	2%	-8%	1
O=C(CNC1CCCCC1)NCC1(c2ccccc2)CCCC1	-22%	-20%	3%	-0.1	8%	-1%	-8%	1
COc1ccc(-c2oc3ccc(N4CCOCC4)cc3c2/C=C/c2ccc(OC)c(OC)c2)cc1	?	-11%	-15%	1.5	4%	-1%	2%	9
O=C(N/N=C\c1cn(-c2ccccc2)nc1-c1ccccc1)c1ccc2c(c1)OCO2	-10%	-8%	-28%	-3.9	11%	0%	-5%	5
Cc1noc(/C=C/N(C)C)c1S(=O)(=O)N1CCCC(C(=O)Nc2ccccc2F)C1 (centres undefined)	-4%	-6%	-4%	2.3	7%	0%	-1%	-2
O=C(NC1CCCC1)C(c1ccc(Cl)cc1)N1CCN(C2CCCCC2)CC1 (centres undefined)	-10%	-5%	7%	-1.0	-5%	3%	10%	-11
CCOC(=O)c1c(C)[nH]c(C(=O)OCC(=O)NCc2ccc(OC)c(OC)c2)c1C	0%	-15%	?	-1.9	-1%	-2%	0%	4
CCc1nnc(NC(=O)C=C(C)C)s1	-12%	-6%	1%	-1.6	4%	0%	13%	0

# Additional records:
mol	EPAC1 antag	PLK1 PBD block	WRN helicase inh	CCT chaperon mod	EPAC1 agonist	MmCpn inh	EPAC2 antag	PI5P4K alpha inh
O=C(COc1ccccc1)Nc1ccc2[nH]ncc2c1	-25%	-1%	2%	0.6	13%	2%	-3%	-3
CN(CC(=O)Nc1cccc(C#N)c1)Cc1ccc(Cl)cc1	-13%	-6%	-9%	-0.8	4%	1%	-22%	3
COc1ccc(/C=C/C(=O)c2ccc[nH]2)c(OC)c1OC	0%	-7%	-2%	1.2	0%	-1%	1%	-10
O=C(N/N=C/c1ccccn1)c1cc(-c2ccc(Cl)cc2)nc2ccccc12	-13%	0%	0%	-0.4	1%	0%	2%	2
N#CC1=C(S)N(c2ccc(F)cc2)C(c2cccs2)NC1=O (centres undefined)	-18%	-16%	-14%	-3.9	-2%	0%	2%	-3
CN(C1CCCCC1)S(=O)(=O)c1ccc(NC(=O)C2CCCCC2)cc1	-10%	-6%	-11%	-0.9	-4%	1%	3%	.
O=C(C1CCCN(Cc2ccccc2[N+](=O)[O-])C1)N1CCCC1 (centres undefined)	0%	0%	-4%	-1.5	-1%	0%	4%	4
Cc1ccc(OCC(=O)NC2CC(C)(C)NC(C)(C)C2)c(C)c1	-11%	-16%	2%	1.9	-9%	-4%	-1%	3
O=C(CCC(=O)N(CC(=O)NC1CCCCC1)Cc1ccccc1)Nc1nccs1	0%	-3%	0%	0.5	-1%	0%	0%	-10
CCCN(C)C[C@H]1Oc2cc(C#Cc3ccc(F)cc3)ccc2S(=O)(=O)N([C@H](C)CO)C[C@@H]1C	-9%	-15%	-4%	-6.1	9%	.	-17%	14

# Carrying on:
mol	EPAC1 antag	PLK1 PBD block	WRN helicase inh	CCT chaperon mod	EPAC1 agonist	MmCpn inh	EPAC2 antag	PI5P4K alpha inh
CCC1CCCCN1C(=O)CSc1nc(N)cc(N)n1 (centres undefined)	-3%	-14%	1%	-1.9	9%	3%	-1%	2
COc1ccc(C(C(=O)NCC2CCCO2)N(C(=O)CNC(=O)c2cccs2)c2ccc(NC(C)=O)cc2)cc1OC (centres undefined)	8%	?	-1%	-0.1	7%	-5%	8%	1
CC(C)(C)c1cc(N2CCOCC2)n2ncc(-c3ccc(Cl)cc3)c2n1	14%	1%	6%	3.1	2%	-1%	-2%	26
COc1ccc(Nc2nc(NCCCN3CCOCC3)nc(N)c2[N+](=O)[O-])cc1	-14%	3%	-8%	1.2	6%	1%	-5%	12
Cc1cccn2cc(CNC(=O)c3ccco3)nc12	-4%	-8%	5%	-1.8	3%	-1%	4%	-4

# Compound activity deposited in PubChem BioAssay by National Center for Advancing Translational Sciences (NCATS).

# Some of the compounds tested; rates above refer to the full screens.
